# Screens from PubChem BioAssay.
# EPAC1 agonist: EPAC1 (human) agonism | O95398 | EPAC1 agonist qHTS, biochemical assay; response scale: 100% = response to 6.5 mM cAMP | Potency, µM (series often up to 154 µM), inactives show at the highest dose activation, hits mostly activators | hit rate 0.073% among 360,000 | AID 720707; also: potency is read from the fitted curve at half-maximal effect; nearly all actives have a fitted effect of over 60% in size
#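 Nucleotide exchange assay: 100 nM EPAC1 with 250 nM Rap1B loaded with BODIPY-GDP and 50 uM GDP, room temperature. Fluorescence (480/540 nm) read every 5 min for 30 min; signal change normalized to 6.5 mM cAMP as full agonist.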
# IL-2 act: activates IL-2 in a cell-based reporter assay; AID 652025; IL-2 activation reporter assay, cell-based qHTS; stimulated with anti-CD3/CD4/CD28 beads; in transgenic mouse T cells; hit rate 0.065% among 360,000; activation, % (series mostly up to about 46 µM); in the data active = activation above about 50%; inconclusive = mostly about 30% to 49%; also: 0% is about no effect
#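 EGFP and DsRed fluorescence is measured by plate cytometry in unstimulated transgenic mouse T cells exposed to compound for 60 minutes, then stimulated 18 hours at 37 degrees C with anti-CD3/anti-CD4 beads plus anti-CD28.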
# WRN inhibitor: WRN helicase (human) inhibition; Potency, µM (highest dose often 114 µM), without a hit: at the highest dose activity change, negative = inhibition, actives largely listed as inhibitors; hit rate 0.46% among 360,000; WRN helicase unwinding, fluorescent forked duplex, kinetic; Q14191; also: potency is read from the fitted curve at half-maximal effect; % is scaled to controls: 0 for no effect and ±100 for the full control effect; nearly all actives have a fitted effect of over 55% in size
# Target sequence (Q14191 whole entry, looked up): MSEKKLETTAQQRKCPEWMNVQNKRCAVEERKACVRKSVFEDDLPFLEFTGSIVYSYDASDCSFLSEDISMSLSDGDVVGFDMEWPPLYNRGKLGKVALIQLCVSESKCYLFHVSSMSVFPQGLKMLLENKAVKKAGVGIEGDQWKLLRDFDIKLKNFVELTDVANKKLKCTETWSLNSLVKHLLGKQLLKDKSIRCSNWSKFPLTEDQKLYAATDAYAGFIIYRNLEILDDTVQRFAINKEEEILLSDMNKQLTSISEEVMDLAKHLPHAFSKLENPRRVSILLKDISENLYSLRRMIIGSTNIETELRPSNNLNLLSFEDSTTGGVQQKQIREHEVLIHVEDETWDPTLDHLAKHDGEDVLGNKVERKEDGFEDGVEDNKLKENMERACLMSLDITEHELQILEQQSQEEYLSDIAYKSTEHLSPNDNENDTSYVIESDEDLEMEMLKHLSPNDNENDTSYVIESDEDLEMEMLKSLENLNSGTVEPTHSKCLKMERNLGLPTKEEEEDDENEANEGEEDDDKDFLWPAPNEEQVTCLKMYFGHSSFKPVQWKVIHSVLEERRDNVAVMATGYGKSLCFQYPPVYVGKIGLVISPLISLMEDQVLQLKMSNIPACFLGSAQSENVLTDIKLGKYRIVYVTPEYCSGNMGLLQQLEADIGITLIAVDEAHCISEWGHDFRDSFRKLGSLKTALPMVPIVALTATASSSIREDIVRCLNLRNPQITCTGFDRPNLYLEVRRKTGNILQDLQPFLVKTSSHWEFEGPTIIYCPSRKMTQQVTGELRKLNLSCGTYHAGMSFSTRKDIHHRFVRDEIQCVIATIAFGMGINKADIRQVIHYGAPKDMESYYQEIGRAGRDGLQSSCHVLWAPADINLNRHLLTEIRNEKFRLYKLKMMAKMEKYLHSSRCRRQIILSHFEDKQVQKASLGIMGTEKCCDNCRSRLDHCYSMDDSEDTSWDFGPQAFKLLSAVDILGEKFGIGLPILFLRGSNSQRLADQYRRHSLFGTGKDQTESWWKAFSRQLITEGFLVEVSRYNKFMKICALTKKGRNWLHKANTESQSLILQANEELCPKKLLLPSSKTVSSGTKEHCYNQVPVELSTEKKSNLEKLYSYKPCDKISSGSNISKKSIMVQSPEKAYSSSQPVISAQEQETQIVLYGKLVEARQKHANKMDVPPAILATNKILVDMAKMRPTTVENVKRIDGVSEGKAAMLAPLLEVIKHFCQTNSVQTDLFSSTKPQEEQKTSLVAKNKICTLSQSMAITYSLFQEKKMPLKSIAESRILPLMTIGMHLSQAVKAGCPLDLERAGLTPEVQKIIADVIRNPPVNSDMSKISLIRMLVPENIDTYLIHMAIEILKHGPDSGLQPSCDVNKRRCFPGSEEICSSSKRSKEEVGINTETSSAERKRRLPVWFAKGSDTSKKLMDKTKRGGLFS
#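 WRN at 20 nM final was preincubated with compound for 15 min at room temperature; reaction started with 100 nM forked duplex oligonucleotide carrying fluorophore and quencher plus 2 mM ATP (final). Unwinding followed kinetically by red fluorescence (ex 525/em 598 nm).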
# CCT modulator: cytosolic chaperonin activity modulation; purified chaperonin ATPase assay, HTRF ADP detection, 30 min; activity change, % (no concentration beside the values), hits read low; hit rate 0.3% among 360,000; AID 651819; in the data active = activity change below about -30%; also: % is scaled to controls: 0 for no effect and ±100 for the full control effect
#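 TRiC (40 or 20 nM final, by batch activity) in 30 mM Tris pH 7.4, 100 mM KCl, 5 mM MgCl2, 1 mM DTT was treated with compound at 76 uM single dose, then 10 uM ATP, 30 min at 37 °C. ADP was read by HTRF Transcreener.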
# PLK1 PBD block: PLK1 (human) polo-box domain binding inhibition. Plk1 PBD binding of FITC phosphopeptide, fluorescence polarization. Potency, µM, for inactives: max response, negative = inhibition, hits mostly inhibitors. hit rate 2.8% among 360,000; also: potency is read from the fitted curve at half-maximal effect; series mostly up to about 57 µM; % is scaled to controls: 0 for no effect and ±100 for the full control effect; nearly all actives have a fitted effect of over 65% in size
# EPAC2 ag: EPAC2 (human) agonism | EPAC2 activation, biochemical qHTS; response scale: 100% = 6.5 mM cAMP response | Potency, µM (titrated, usually from 154 µM), for the others: at the highest dose activation, actives largely listed as activators | hit rate 0.079% among 360,000; also: potency is read from the fitted curve at half-maximal effect; nearly all actives have a fitted effect of over 50% in size
#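 Each well held 100 nM EPAC2, 250 nM RAP1B-BODIPY-GDP and 50 uM GDP. Fluorescence, read at 5-min intervals to 30 min, was referenced to a 6.5 mM cAMP positive control.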
# PI5P4K alpha inh: blocks human PI5P4K alpha kinase activity; PI5P4Kalpha enzyme, ADP-Glo luminescence, 60 min; active compounds read low; max response, %; hit rate 1.2% among 330,000; AID 652105; active = max response of -50% or lower; inconclusive = between -30% and -50%; inactive = -30% or higher; also: value at the top dose of about 77 µM; % is scaled to controls: 0 for no effect and ±100 for the full control effect
#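 ADP-Glo luminescence end-point read after a 60 min room-temperature kinase reaction of PI5P4Kalpha plus substrate, initiated with ATP at 5 microM final. Buffer: 0.038 M HEPES pH 7.4, EGTA, 0.1% CHAPS, 5% DMSO.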
# EPAC1 antagonist: antagonists of human EPAC1; Potency, µM (titrated, usually from 115 µM), for the others: at the highest dose activity change, negative = inhibition, usual class: inhibitors; EPAC1 GEF assay, Rap1b-BODIPY-GDP exchange fluorescence; hit rate 0.14% among 360,000;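 also: potency is read from the fitted curve at half-maximal effect; plate controls were vehicle for no effect and positive control for full effect; nearly all actives have a fitted effect of over 50% in size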
# Starred values were filed as active, the others as inactive; u = inconclusive; x = not tested or not shown; [ ] = dose if it differs, or a comment. Unless noted, calls follow the shape of the dose curve; as a rule, active = well fitted curve in the direction sought with a large enough effect; inconclusive = small, poorly fitted or top-dose-only effect, or another doubt; inactive = no such curve, though single readings can be large; an effect the other way counts as inactive or inconclusive.
# A first look (14 entries):
SMILES,EPAC1 agonist,IL-2 act,WRN inhibitor,CCT modulator,PLK1 PBD block,EPAC2 ag,PI5P4K alpha inh,EPAC1 antagonist
COC(=O)C1=C(C)N=C2SC(C)C(=O)N2C1c1cccs1 (stereo not given),3.0%,0.3,0.7%,0.7,-1.7%,-2.7%,7.3,-4.3%
N/C(=N\OC(=O)CCCOc1ccccc1)c1ccc([N+](=O)[O-])cc1,5.5%,1.1,-4.9%,-0.9,-3.3%,7.4%,0.7,9.7%
CCOc1ccc2c(c1)C(c1cccs1)=NNC(c1cccnc1)=N2,5.6%,-3.2,6.0%,-3.0,-10.1%,11.5%,0.4,4.1%
CCOc1ccc(-c2nnn(CC(=O)NCc3ccc(OC)cc3)n2)cc1OCC,0.1%,-0.9,-3.2%,2.1,-2.6%,-1.9%,x,8.4%
COC(=O)c1c(NC(=O)CN2CCC3(O)CCCCC3C2c2ccc(OC)cc2OC)sc(C)c1C (stereo not given),-2.5%,-0.6,-29.5%,1.8,21.2µM*,1.6%,-51.0*,-23.1%
CCOc1cc(C(=S)N2CCOCC2)ccc1O,0.0%,-0.5,-14.7%,1.9,7.52µM*,0.0%[15.6 µM],-14.5,-20.5%
CCN(CC(=O)Nc1c(F)cccc1F)C(=O)Cc1ccc2c(c1)OCCO2,-7.2%,1.6,16.4%,-0.7,-4.7%,2.3%,-8.0,-3.4%
CCNc1nnc(-c2ccncc2)s1,4.6%,-4.1,3.0%,-0.8,-4.4%,-0.7%,-5.6,-3.1%
COC(=O)[C@]12CCCCC=C1N(Cc1ccco1)C(=O)[C@H](CC(=O)NCC1CCCCC1)C2,-6.2%,0.4,-4.0%,2.2,-3.5%,7.4%,-4.0,-5.4%
Cc1ccc(CCC(=O)Nc2ccccc2F)s1,-3.6%,-3.4,-5.3%,-5.6,-9.0%,3.0%,-0.3,0.3%
Cc1cc(F)ccc1-c1cc(C(=O)NCc2ccc(C(F)(F)F)cc2)[nH]n1,-7.6%,1.0,-8.4%,1.8,-0.7%,2.3%,-1.3,-16.1%
CCC1(CC)NC(=O)N(CC(=O)OCC(=O)Nc2ccc(OC(F)(F)F)cc2)C1=O,-3.4%,0.6,-3.9%,1.9,-7.4%,3.4%,8.9,-1.7%
O=C(CSc1nnc2ccccn12)NCc1cccs1,2.1%,-0.2,5.1%,2.5,-0.2%,4.5%,5.6,0.3%
O=C(CSc1nnc(CNC(=O)c2cccs2)o1)Nc1ccccc1C(F)(F)F,16.5%,-2.4,-3.6%,-1.6,-8.4%,10.0%,1.1,8.5%

# All compounds of this part (from the top)
SMILES,EPAC1 agonist,IL-2 act,WRN inhibitor,CCT modulator,PLK1 PBD block,EPAC2 ag,PI5P4K alpha inh,EPAC1 antagonist
COC(=O)C1=C(C)N=C2SC(C)C(=O)N2C1c1cccs1 (stereo not given),3.0%,0.3,0.7%,0.7,-1.7%,-2.7%,7.3,-4.3%
N/C(=N\OC(=O)CCCOc1ccccc1)c1ccc([N+](=O)[O-])cc1,5.5%,1.1,-4.9%,-0.9,-3.3%,7.4%,0.7,9.7%
CCOc1ccc2c(c1)C(c1cccs1)=NNC(c1cccnc1)=N2,5.6%,-3.2,6.0%,-3.0,-10.1%,11.5%,0.4,4.1%
CCOc1ccc(-c2nnn(CC(=O)NCc3ccc(OC)cc3)n2)cc1OCC,0.1%,-0.9,-3.2%,2.1,-2.6%,-1.9%,x,8.4%
COC(=O)c1c(NC(=O)CN2CCC3(O)CCCCC3C2c2ccc(OC)cc2OC)sc(C)c1C (stereo not given),-2.5%,-0.6,-29.5%,1.8,21.2µM*,1.6%,-51.0*,-23.1%
CCOc1cc(C(=S)N2CCOCC2)ccc1O,0.0%,-0.5,-14.7%,1.9,7.52µM*,0.0%[15.6 µM],-14.5,-20.5%
CCN(CC(=O)Nc1c(F)cccc1F)C(=O)Cc1ccc2c(c1)OCCO2,-7.2%,1.6,16.4%,-0.7,-4.7%,2.3%,-8.0,-3.4%
CCNc1nnc(-c2ccncc2)s1,4.6%,-4.1,3.0%,-0.8,-4.4%,-0.7%,-5.6,-3.1%
COC(=O)[C@]12CCCCC=C1N(Cc1ccco1)C(=O)[C@H](CC(=O)NCC1CCCCC1)C2,-6.2%,0.4,-4.0%,2.2,-3.5%,7.4%,-4.0,-5.4%
Cc1ccc(CCC(=O)Nc2ccccc2F)s1,-3.6%,-3.4,-5.3%,-5.6,-9.0%,3.0%,-0.3,0.3%
Cc1cc(F)ccc1-c1cc(C(=O)NCc2ccc(C(F)(F)F)cc2)[nH]n1,-7.6%,1.0,-8.4%,1.8,-0.7%,2.3%,-1.3,-16.1%
CCC1(CC)NC(=O)N(CC(=O)OCC(=O)Nc2ccc(OC(F)(F)F)cc2)C1=O,-3.4%,0.6,-3.9%,1.9,-7.4%,3.4%,8.9,-1.7%
O=C(CSc1nnc2ccccn12)NCc1cccs1,2.1%,-0.2,5.1%,2.5,-0.2%,4.5%,5.6,0.3%
O=C(CSc1nnc(CNC(=O)c2cccs2)o1)Nc1ccccc1C(F)(F)F,16.5%,-2.4,-3.6%,-1.6,-8.4%,10.0%,1.1,8.5%
C=CCOC(=O)C1=C[C@@H](c2ccc(Br)cc2)[C@H](CCCO)[C@@H](OCC)O1,-3.7%,-0.5,-0.8%,-1.7,-5.0%,4.6%,15.0,-5.6%
Cc1cccc(NC(=O)CC2NCCNC2=O)c1 (stereo not given),-5.2%,-4.0,4.6%,-1.0,0.0%,0.8%,-2.5,1.4%
O=C(CCC1CCCN(C(=O)c2ccccc2Cl)C1)N1CCN(c2ccccn2)CC1 (stereo not given),-0.9%,-0.3,10.2%,-0.6,3.5%,1.4%,2.7,-0.4%
Cc1ccc(CS(=O)(=O)Cc2ccc(C(=O)NC3CCCCCC3)o2)cc1,1.5%,-2.8,9.3%,-1.0,-10.5%,0.7%,6.0,0.9%
COc1cccc(CN2CCNC(=O)C2CC(=O)N(C)CC2CCOCC2)c1OC (stereo not given),1.3%,-1.7,-3.0%,0.3,2.6%,-3.7%,2.5,4.3%
CC(O)(c1ccc(F)c(F)c1)c1nc(-c2ccc(Cl)cc2)cs1 (stereo not given),-2.1%,0.0,-3.8%,-0.8,1.3%,12.8%,38.9,-20.3%

# 2 compounds from above, limited to WRN inhibitor and EPAC2 ag.
compound | WRN inhibitor | EPAC2 ag
COC(=O)[C@]12CCCCC=C1N(Cc1ccco1)C(=O)[C@H](CC(=O)NCC1CCCCC1)C2 | -4.0% | 7.4%
Cc1ccc(CCC(=O)Nc2ccccc2F)s1 | -5.3% | 3.0%

# The list goes on:
SMILES,EPAC1 agonist,IL-2 act,WRN inhibitor,CCT modulator,PLK1 PBD block,EPAC2 ag,PI5P4K alpha inh,EPAC1 antagonist
O=S(=O)(c1ccccc1)N1CCN(Cc2cc3c(cc2Br)OCCO3)CC1,13.1%,-1.9,1.3%,-1.7,4.3%,23.7%,12.5,9.4%
Cc1cc(C)c2c3c(sc2n1)C(=O)N(C)CC(=O)N3,-1.4%,-0.6,-0.3%,-1.1,-8.4%,-8.6%,x,-2.0%
Cc1cccc(OCCOC(=O)C2CCN(S(=O)(=O)c3cccs3)CC2)c1,14.2%,1.9,-10.7%,0.4,-0.7%,19.7%,1.8,-15.1%
Cc1cccn2c(=O)c(/C=C(\C#N)C(N)=O)c(N3CCN(c4ccccc4)CC3)nc12,5.7%,1.5,1.5%,-2.7,u,12.7%,-11.2,12.3%
O=C(NNC(=O)c1ccccc1C(F)(F)F)c1csc(N2CCOCC2)n1,-4.3%,-1.1,-5.5%,1.6,4.3%,-0.5%,-3.2,8.5%
COc1ccc2c(c1)cc1c(=O)n(CC(=O)NCCCN3CCOCC3)nc(C)n12,-6.6%,0.3,2.1%,2.5,3.0%,-4.5%,-1.5,-4.2%
Cc1ccc(S(=O)(=O)c2ccc(C)cc2)cc1,-0.7%,-1.9,1.1%,-1.3,-2.4%,-7.5%,x,5.1%
O=C(Nc1ccc(Cl)cc1)N1CCN(c2ccccc2)CC1,1.0%,1.4,1.0%,-1.9,26.7µM*,-0.7%,-3.6,4.0%

# Only part of the results is shown (hit frequency here may not be typical).
